EPAC1 ag: qHTS for Agonist of cAMP-regulated guanine nucleotide exchange factor 3 (EPAC1): primary screen; Rap guanine nucleotide exchange factor 3 (Homo sapiens), O95398; EPAC1 agonist qHTS, biochemical assay; response scale: 100% = response to 6.5 mM cAMP; Potency, µM (top dose mostly 154 µM), for inactives: top-dose activation, most hits filed as activators; AID 720707, 2013; actives 0.073% (n = 360,000); note: potency is the fitted concentration of half-maximal effect; nearly all actives have a fitted effect of over 60% in size
Target sequence (O95398 whole entry, looked up): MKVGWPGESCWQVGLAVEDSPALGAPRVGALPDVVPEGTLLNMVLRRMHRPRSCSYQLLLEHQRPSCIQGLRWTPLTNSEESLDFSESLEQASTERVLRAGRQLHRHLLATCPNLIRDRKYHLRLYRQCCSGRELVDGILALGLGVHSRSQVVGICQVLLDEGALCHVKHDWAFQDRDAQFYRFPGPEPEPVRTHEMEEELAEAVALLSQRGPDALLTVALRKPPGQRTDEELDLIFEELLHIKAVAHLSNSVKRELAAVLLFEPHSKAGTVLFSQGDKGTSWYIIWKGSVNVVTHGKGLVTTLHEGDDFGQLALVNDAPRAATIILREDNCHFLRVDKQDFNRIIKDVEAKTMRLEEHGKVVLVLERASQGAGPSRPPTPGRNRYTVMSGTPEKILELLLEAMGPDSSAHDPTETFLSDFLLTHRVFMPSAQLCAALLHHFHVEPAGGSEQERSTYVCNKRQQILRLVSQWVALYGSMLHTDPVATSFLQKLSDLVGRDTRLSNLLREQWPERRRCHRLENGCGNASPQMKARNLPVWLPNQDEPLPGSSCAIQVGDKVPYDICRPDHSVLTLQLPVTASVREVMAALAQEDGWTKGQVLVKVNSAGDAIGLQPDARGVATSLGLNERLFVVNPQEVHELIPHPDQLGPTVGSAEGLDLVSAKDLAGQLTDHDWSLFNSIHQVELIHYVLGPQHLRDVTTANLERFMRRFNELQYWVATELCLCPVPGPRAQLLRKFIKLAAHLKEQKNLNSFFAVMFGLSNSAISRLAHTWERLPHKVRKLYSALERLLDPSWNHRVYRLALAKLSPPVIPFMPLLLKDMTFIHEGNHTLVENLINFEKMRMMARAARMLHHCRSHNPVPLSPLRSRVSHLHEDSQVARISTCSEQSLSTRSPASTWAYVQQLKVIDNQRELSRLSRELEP
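Fluorescent GDP-exchange assay: 100 nM EPAC1 with 250 nM Rap1B preloaded with BODIPY-GDP and 50 uM GDP; compounds tested as concentration series, 5 min at room temperature, then read every 5 min for 30 min (ex 480/em 540 nm); normalized to 6.5 mM cAMP.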
FUS yeast rescue: qHTS for Suppressors of FUS Proteinopathy: Primary screen using FUS-linked yeast assay | Potency, µM (top dose mostly 76.6 µM), for inactives: top-dose growth rescue (activation), actives largely listed as activators | S. cerevisiae FUS-expressing, growth rescue, OD600, 24 h | actives 0.24% (n = 390,000);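 note: potency is the fitted concentration of half-maximal effect; plate controls were DMSO vehicle for no effect and reference control for full effect; nearly all actives have a fitted effect of over 55% in size; some results filed as inactive show a strong effect at the top dose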
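Absorbance at 600 nm, taken 24hr after compound addition, measured rescue of FUS-yeast growth at 30C. Induction used 2% galactose with seeding at OD 0.005. Controls: CP55940 from 92uM final, DMSO only.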
IL2 activator: qHTS of IL-2 Activators. IL-2 activation reporter assay, cell-based qHTS; stimulated with anti-CD3/CD4/CD28 beads; in transgenic mouse T cells. actives 0.065% (n = 360,000). AID 652025, 2013. activation, % (series mostly up to about 46 µM); in the data active = activation above about 50%; inconclusive = mostly about 30% to 49%; note: 0% is about no effect
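Unstimulated transgenic mouse T cells; 60-min compound exposure; bead-based TCR/CD4/CD28 stimulation; 18 h culture, 37 degrees C; dual fluorescence (EGFP, DsRed) plate cytometry.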
EPAC1 antag: qHTS for Antagonist of cAMP-regulated guanine nucleotide exchange factor 3 (EPAC1): primary screen; Rap guanine nucleotide exchange factor 3 (Homo sapiens), O95398; EPAC1 GEF assay, Rap1b-BODIPY-GDP exchange fluorescence; Potency, µM (top dose mostly 115 µM), for inactives: at the highest dose activity change, negative = inhibition, hits mostly inhibitors; actives 0.14% (n = 360,000);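 note: potency is the fitted concentration of half-maximal effect; plate controls were vehicle for no effect and positive control for full effect; nearly all actives have a fitted effect of over 50% in size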
Abeta yeast res: qHTS for compounds that reverse cellular toxicity of Amyloid beta (A-beta) peptide in yeast: Primary Screen | actives 0.063% (n = 410,000) | yeast expressing A-beta42, growth rescue, OD600, 48 h; response scale: 0% DMSO, 100% iron-clioquinol control | Potency, µM (series often up to 46.1 µM), for the others: at the top dose growth rescue, usual class: activators | AID 1347071, 2019; note: potency is the fitted concentration of half-maximal effect; nearly all actives have a fitted effect of over 55% in size
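Growth rescue measured by 600 nm absorbance after 48 h yeast culture at 30 C with compound. Values normalized between DMSO and an equimolar ferric chloride plus clioquinol control.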
PLK1 PBD block: qHTS for Inhibitors of PLK1-PDB (polo-like kinase 1 - polo-box domain): Primary Screen. Serine/threonine-protein kinase PLK1 (Homo sapiens), P53350. actives 2.8% (n = 360,000). Potency, µM, inactives show max response, negative = inhibition, usual class: inhibitors. Plk1 PBD binding of FITC phosphopeptide, fluorescence polarization. AID 720504, 2013; note: potency is the fitted concentration of half-maximal effect; series mostly up to about 57 µM; % is set by controls: 0 for no effect and ±100 for the full control effect; nearly all actives have a fitted effect of over 65% in size
aSyn yeast inh: qHTS of alpha-syn Inhibitors. Yeast expressing alpha-synuclein, growth rescue, BacTiter-Glo, 24 h. Potency, µM (series often up to 46.1 µM), inactives show top-dose growth rescue (activation), actives largely listed as activators. actives 0.14% (n = 370,000). AID 652106, 2013; note: potency is the fitted concentration of half-maximal effect; % of control where 0% means no effect; nearly all actives have a fitted effect of over 65% in size
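Screening used galactose-induced yeast with toxic alpha-synuclein levels, exposed to compound for 24 hr at 30 deg C. Cell growth, read with BacTiter-Glo luminescence, gave the measured signal.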
WRN helicase inh: qHTS for Inhibitors of WRN Helicase. Bifunctional 3'-5' exonuclease/ATP-dependent helicase WRN (Homo sapiens), Q14191. WRN helicase unwinding, fluorescent forked duplex, kinetic. Potency, µM (titrated, usually from 114 µM), without a hit: at the highest dose activity change, negative = inhibition, hits mostly inhibitors. actives 0.46% (n = 360,000); note: potency is the fitted concentration of half-maximal effect; % is set by controls: 0 for no effect and ±100 for the full control effect; nearly all actives have a fitted effect of over 55% in size
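Screening of the MLSMR collection measured strand separation of a quenched forked DNA duplex (100 nM) by 20 nM WRN with 2 mM ATP, all final. Compounds were preincubated with enzyme 15 min at room temperature.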
PI5P4Ka inh: qHTS for Inhibitors of phosphatidylinositol 5-phosphate 4-kinase (PI5P4K). Phosphatidylinositol 5-phosphate 4-kinase type-2 alpha (Homo sapiens), P48426. PI5P4Kalpha enzyme, ADP-Glo luminescence, 60 min; stronger effect = lower value. max response, %. actives 1.2% (n = 330,000); active = max response of -50% or lower; inconclusive = between -30% and -50%; inactive = -30% or higher; note: value at the top dose of about 77 µM; % is set by controls: 0 for no effect and ±100 for the full control effect
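Human PI5P4Kalpha with substrate in 0.038 M HEPES pH 7.4, 0.28 mM EGTA, 0.1% CHAPS, 5% DMSO; reaction started with 5 microM ATP (final), 60 min at room temperature. ADP formed read by ADP-Glo luminescence.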
Active calls of the source: *; ? = inconclusive; · = not tested or not shown; & = joins results of further samples; [ ] = remark or other dose. Unless noted, calls come from the whole dose curve; as a rule, active = well fitted curve in the direction sought with a large enough effect; inconclusive = small, poorly fitted or top-dose-only effect, or another doubt; inactive = no such curve, though single readings can be large; an effect the other way counts as inactive or inconclusive. The order is random; about 4.1% have a hit in one of these screens.

SMILES	EPAC1 ag	FUS yeast rescue	IL2 activator	EPAC1 antag	Abeta yeast res	PLK1 PBD block	aSyn yeast inh	WRN helicase inh	PI5P4Ka inh
O=C(N1CCOCC1)N1CCN(S(=O)(=O)c2cccc([N+](=O)[O-])c2)CC1	-1%	-14%	0.1	-27%	7%	-7%	11%	-4%	0
COc1ccccc1NC(=S)NC(C)C(c1cccs1)N1CCOCC1 (stereo not drawn)	7%	10%	1.8	3%	?	-3%	0%	-2%	2
Oc1c(C(c2ccccn2)N2CCCCC2)cc(Cl)c2cccnc12 (stereo not drawn)	-1%	20%	-2.2	8%	-62%[inhibitor]	30µM*	19%	1%[11.6 µM]	-25
C=CCn1cc(-c2ccc(Cl)cc2)cc(C#N)c1=O	8%	-16%	-0.3	1%	-11%	0%	0%	0%	1
COc1ccc(-c2c(C(=O)c3ccccc3)[nH]c(N)c2C(=O)c2ccccc2)cc1OC	-16%	2%	0.2	-10%	-7%	1%	0%	-9%	-18
COc1ccc2oc(C(=O)NNC(=O)c3ccc(F)cc3)c(C)c2c1	6%	1%	-3.5	-1%	-3%	1%	-5%	2%	-22
CCOC(=O)C1=NN(C(C)=O)C2(CC(=O)N(c3ccc(C)c(C)c3)C2=O)C1 (stereo not drawn)	6%	10%	-1.2	-21%	-12%	-10%	-7%	-2%	15
CN(C(=O)c1ccc(NC(=O)Cc2cccc(NC(=O)C3CCCN(C(=O)C4CC4)C3)c2)cc1)C1CC1 (stereo not drawn)	5%	-2%	-0.3	-5%	8%	-5%	-2%	7%	1
CC(C)Cc1nc2ccccc2n1CCc1ccccc1	-8%	-8%	-0.2	9%	13%	-1%	0%	1%	1
CCN(CC)S(=O)(=O)c1cc([N+](=O)[O-])ccc1N1CCC(C(N)=O)CC1	4%	-1%	0.9	-24%	6%	-6%	-2%	-10%	-14
CN1C/C(=N\S(=O)(=O)c2ccccc2)N(C)C1=O	1%	·	0.0	4%	27%	-6%	0%	5%	4
Cc1ccc2c(c1)N(S(=O)(=O)c1ccc(CN3C(=O)c4cccnc4C3=O)cc1)CCO2	2%	8%	-1.9	12%	-7%	-4%	5%	3%[57.1 µM]	6
CC(=O)Nc1ccc(OCc2cnc(Cl)s2)cc1	7%	1%	-0.2	-21%	-1%	-11%	0%	0%	-5
CC1C(=O)N2CCCc3cc(S(=O)(=O)N4CCN(c5cccc(Cl)c5)CC4)cc1c32 (stereo not drawn)	-4%	26%	-2.5	-10%	-15%	-12%	1%	6%	-3
CC1CCC(=NNC(=O)Cc2cccn2C)CC1 (stereo not drawn)	9%	?	-0.9	19%	17%	-15%	0%	6%	-2
C[C@@H]1CN([C@H](C)CO)C(=O)CCCn2nncc2CO[C@@H]1CN(C)S(=O)(=O)c1ccc(C#N)cc1	-19%	-3%	-1.9	-17%	-5%	-15%	-3%	2%	0
CC(Oc1ccccc1)C(=O)Nc1nc2c(s1)C(=O)CC(C)(C)C2 (stereo not drawn)	-8%	-4%	-0.5	-8%	6%	-1%	-1%	-5%	2
Cc1nn(C)c(C)c1C1C(C#N)=C(N)OC2=C1C(=O)CC(C)(C)C2 (stereo not drawn)	11%	17%	-2.0	-11%	-3%	-6%	-11%	-1%	9
Cc1ccc2nc(C)cc(C(=O)N3CCCC(N4CCN(c5ccccc5C)CC4)C3)c2c1 (stereo not drawn)	5%	·	-2.1	-16%	-5%	2%	-1%	-28%	6
NCCCC[C@H]1CNC(=O)C(=O)N1CC1CCCCC1	2%	-15%	-0.1	4%	-7%	-3%	-1%	-1%	2
CCOC(=O)Cc1csc(NC(=O)c2cccc([N+](=O)[O-])c2)n1	1%	-14%	-1.5	-9%	19%	-3%	-1%	0%	1
Cc1cc(C)n(S(=O)(=O)c2ccc(Cl)cc2)n1	-4%	-11%	5.2	-3%	3%	-4%	3%	0%	1
Cc1ccc(O)c(CNc2nc3ccccc3[nH]2)c1	6%	-13%	-0.5	-30%	-11%	-2%	1%	-6%	-1
CC(=O)c1cccc(N(C(=O)c2csnn2)C(C(=O)NC2CCCC2)c2ccccc2)c1 (stereo not drawn)	1%	-3%	0.1	-4%	0%	-7%	1%	-17%	0
Cc1cc(CNC(=O)COC(=O)Cn2[nH]c(=O)c3ccccc3c2=O)cc(C)c1O	3%	16%	-0.2	4%	-8%	-3%	10%	4%	1
O=C(CCl)N1N=C(c2cccs2)CC1c1ccco1 (stereo not drawn)	7%	9%	-0.6	?	-3%	-18%	9%	-2%	-7
COc1ccc(-c2csc(-c3cccs3)n2)cc1OC	1%	15%	-0.5	5%	-5%	-14%	0%	-1%	3
O=C(Cn1[nH]c(=O)c2ccccc2c1=O)Nc1cccc(S(=O)(=O)N2CCCCCC2)c1	4%	17%	-2.4	-11%	1%	-5%	0%	-5%	-4
O=C(/C=C/c1c(F)cccc1Cl)Nc1nc2ccccc2[nH]1	-3%	·	0.8	5%	10%	2%	-6%	-18%	0
CCOC(=O)C1CCN(S(=O)(=O)c2ccc3c4c(cccc24)C(=O)N3CC)CC1	3%	23%	-0.6	17%	-21%	-2%	-6%	-5%	2
CN(C)S(=O)(=O)N1CCC(Oc2ccc(C(=O)NC3Cc4ccccc4C3)cc2)CC1	1%	-21%	0.1	-2%	7%	5%	13%	12%	2
CC1CC(C)CN(C(=O)CSC2=Nc3ccccc3C3=NC(Cc4c[nH]c5ccccc45)C(=O)N23)C1 (stereo not drawn)	5%	16%	-1.2	-1%	4%	7%&6%	·	-5%	1
O=C(Nc1ccc(F)cc1)C1CCCN1S(=O)(=O)c1cccc2nsnc12 (stereo not drawn)	6%	-16%	0.8	-12%	7%	-3%	0%	-5%	1
O=C(CCc1ccccc1)Nc1ccccc1C(F)(F)F	-4%	-3%	-0.3	-10%	7%	1%	6%	-2%	-2
COC(=O)c1ccc(C)c(NS(=O)(=O)c2cn(C)nc2C)c1	7%	9%	-1.5	9%	3%	3%	0%	10%	-2
O=C(O)c1ccccc1-c1ccccc1C(=O)Nc1ccc2c(c1)CCC2	-4%	9%	-0.3	-15%	20%	-2%	9%	3%	1
O=C(CCN1C(=O)c2cccc([N+](=O)[O-])c2C1=O)NC1CCCCCC1	-1%	0%	-1.0	-8%	21%	2%	0%	-18%	-3
OCCOCCn1c(C2CCCN2c2nc(-c3ccc(F)cc3)cs2)nc2cc(C(F)(F)F)ccc21 (stereo not drawn)	-11%	?	-2.6	-15%	-61%[inhibitor]	-17%	-15%	-7%	4
Cc1cc(C(F)(F)F)nn1CC(=O)N(C)C1CCCCC1	-3%	-10%	0.7	4%	27%	-5%	2%	2%	-4
Cc1nc(Nc2ccc(S(=O)(=O)N3CCCCC3C)cc2)c2nnn(Cc3ccccc3)c2n1 (stereo not drawn)	2%	·	-0.1	-4%	-1%	-24%	4%	2%	-2
CCN(CC)CCN(Cc1cc2cc3c(cc2[nH]c1=O)OCO3)C(=S)NCC1CCCO1 (stereo not drawn)	14%	12%	-0.3	7%	2%	-4%	0%	8%	-1
CCN(CC)c1ccc(NC(=O)c2ccccc2F)cc1	6%	4%	5.9	20%	5%	-5%	0%	6%	-2
CC(C)(C)c1cc(C(=O)N/N=C/c2ccncc2)n[nH]1	-9%	19%	0.3	19%	-4%	7%	-1%	10%	-7
S=c1[nH]nc(CCSCc2ccccc2)n1-c1ccccc1	4%	29%	0.3	3%	?	-7%	8%	0%	0
CN(CC(=O)Nc1ccc(F)cc1)C(=O)c1ccc2ccccc2n1	0%	10%	1.2	-19%	-2%	-9%	-2%	-6%	-8
CC(C)(C)n1c(O)c2ccc(C(=O)N=NC(=O)c3ccccc3)cc2c1O	-12%	8%	0.1	-6%	-10%	0%	-1%	-11%	2
COc1ccc(S(=O)(=O)N2CCC(C(=O)NC(C)CCc3ccccc3)CC2)cc1 (stereo not drawn)	8%	4%	-1.2	-12%	-5%	3%	3%	-1%[57.1 µM]	-2
COc1ccc(OCC(=O)Nc2cccc(S(=O)(=O)N(C)c3ccccc3)c2)c([N+](=O)[O-])c1	2%	-11%	-0.6	8%	2%	6%	2%	3%	-3
O=C(c1ccc(Br)o1)N(Cc1ccccc1)Cc1ccccc1	-6%	8%	-0.3	-7%	8%	-5%	0%	-3%	3
NNC(=O)c1cc2c(N3CCC(Cc4ccccc4)CC3)ncnc2s1	3%	40%	-6.2	-20%	-2%	-15%	-3%	-35%	-24
CCCCC(=O)Oc1cc(C)[nH]c(=O)c1[N+](=O)[O-]	-1%	5%	-0.2	6%	6%	4%	5%	-4%	8

Compound profiles, from the list above. Screens in order: EPAC1 ag, FUS yeast rescue, IL2 activator, EPAC1 antag, Abeta yeast res, PLK1 PBD block, aSyn yeast inh, WRN helicase inh, PI5P4Ka inh
`O=C(c1ccc(Br)o1)N(Cc1ccccc1)Cc1ccccc1` across the screens: -6%, 8%, -0.3, -7%, 8%, -5%, 0%, -3%, 3
`CN(CC(=O)Nc1ccc(F)cc1)C(=O)c1ccc2ccccc2n1` across the screens: 0%, 10%, 1.2, -19%, -2%, -9%, -2%, -6%, -8
`CC(C)(C)n1c(O)c2ccc(C(=O)N=NC(=O)c3ccccc3)cc2c1O` across the screens: -12%, 8%, 0.1, -6%, -10%, 0%, -1%, -11%, 2
`CCCCC(=O)Oc1cc(C)[nH]c(=O)c1[N+](=O)[O-]` across the screens: -1%, 5%, -0.2, 6%, 6%, 4%, 5%, -4%, 8
